Screens (PubChem BioAssay)
RBX1-CUL1 inh: blocks human RBX1-Cullin-1 di-ubiquitin formation; P62877+Q13616; in vitro K48 di-Ub FRET, acceptor:donor ratio, 45 min; inhibition, % at 10 µM; 140,000 tested, 0.6% active; in the data active means inhibition above about 25%
Target sequence (P62877 whole entry, looked up): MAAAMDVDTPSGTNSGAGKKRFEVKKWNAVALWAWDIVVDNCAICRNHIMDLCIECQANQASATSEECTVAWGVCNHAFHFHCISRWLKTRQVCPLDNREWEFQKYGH
Target sequence (Q13616 whole entry, looked up): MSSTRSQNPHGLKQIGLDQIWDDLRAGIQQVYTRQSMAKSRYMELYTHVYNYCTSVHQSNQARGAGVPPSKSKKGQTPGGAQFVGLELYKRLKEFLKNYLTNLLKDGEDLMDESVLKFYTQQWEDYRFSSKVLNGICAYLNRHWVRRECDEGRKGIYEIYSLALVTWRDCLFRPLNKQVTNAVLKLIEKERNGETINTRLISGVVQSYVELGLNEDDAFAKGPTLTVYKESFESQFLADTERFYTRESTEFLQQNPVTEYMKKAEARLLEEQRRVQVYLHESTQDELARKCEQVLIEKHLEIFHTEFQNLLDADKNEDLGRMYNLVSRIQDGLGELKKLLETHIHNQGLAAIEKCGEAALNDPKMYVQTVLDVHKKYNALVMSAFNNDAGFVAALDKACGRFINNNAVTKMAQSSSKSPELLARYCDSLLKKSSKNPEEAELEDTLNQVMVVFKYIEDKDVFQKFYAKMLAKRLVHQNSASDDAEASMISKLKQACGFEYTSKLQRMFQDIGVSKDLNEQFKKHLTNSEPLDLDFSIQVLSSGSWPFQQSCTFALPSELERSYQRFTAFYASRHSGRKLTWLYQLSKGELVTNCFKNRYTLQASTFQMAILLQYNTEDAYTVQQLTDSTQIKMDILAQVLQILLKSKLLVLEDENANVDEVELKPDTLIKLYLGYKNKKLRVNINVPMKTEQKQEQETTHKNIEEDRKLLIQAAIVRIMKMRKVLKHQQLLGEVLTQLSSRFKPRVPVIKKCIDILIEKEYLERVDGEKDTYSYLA
The depositor's hits bear a star. These rows are one share of the data; rates above refer to the full screens.

smiles | RBX1-CUL1 inh
CCCC1(C2CCN(C(=O)c3sc(C)nc3C)CC2)NC(=O)N(CCc2ccccn2)C1=O (stereo not given) | 1.0
Nc1ccc(NC(=O)c2cccc(C(=O)Nc3ccc(N)cc3Cl)c2)c(Cl)c1 | 2.2
O=C(Nc1ccsc1)N1CCCC(Cn2cc(CCO)nn2)C1 (stereo not given) | 13.3
NC(=O)c1cnn(-c2cc(Oc3ccc(F)cc3)ncn2)c1N | 6.5
Cc1ccccc1C(c1c(C)cccc1C)N(C)C (stereo not given) | 4.0
Cc1ccc(NC(=O)CSc2nc(C3CCCC3)nc3c2c(=O)n(C)c(=O)n3C)c(C)c1 | 3.2
CCC(=O)N1c2ccccc2N=C2CC(C)(C)CC(=O)C2C1c1ccc(Cl)cc1 (stereo not given) | -2.2
COC(=O)c1ccc(N2OC3(C)C=CC2CC3)cc1 (stereo not given) | 1.0

Of the compounds above, these contain a Cl atom:
smiles | RBX1-CUL1 inh
Nc1ccc(NC(=O)c2cccc(C(=O)Nc3ccc(N)cc3Cl)c2)c(Cl)c1 | 2.2
CCC(=O)N1c2ccccc2N=C2CC(C)(C)CC(=O)C2C1c1ccc(Cl)cc1 (stereo not given) | -2.2

Further records.
smiles | RBX1-CUL1 inh
O=C(OC1CCCC1)c1ccncc1 | -10.5
CSc1nn(Cc2ccc(Br)cc2)c(N(C(C)=O)C(C)=O)c1S(=O)(=O)c1ccccc1 | -3.9
CCN(CC)S(=O)(=O)c1ccc2c(c1)c(=O)c(C(=O)N1CCN(c3ccc(F)cc3)CC1)cn2C | 2.8
CC(=Nc1cc(C)ccc1O)C1C(=O)N(c2nc3ccccc3s2)N=C1C(F)(F)F (stereo not given) | -2.9
CSc1ncc(Cl)c(C(=O)Nc2c(C(=O)c3ccc(C)cc3)oc3ccccc23)n1 | -3.9
Cc1ccc(C(=O)/C=C/c2c(C)nn(-c3ccccc3)c2Cl)cc1 | -12.6
CC(Sc1ncccc1C(N)=O)C(=O)O (stereo not given) | 8.1
O=C(O)CCN1C(=O)CC(c2ccco2)Sc2ccccc21 (stereo not given) | 6.6
COc1ccc(Cn2ccnc2SCC(=O)Nc2nnc(C)s2)cc1 | -2.6
COc1ccc(NC(=O)c2c(C)c(-c3ccccc3)nc3c(C)cc(Br)cc23)c(OC)c1 | -10.0
C=CCn1c(SCC(=O)N2CCc3cc(OC)c(OC)cc3C2)nc2sc3c(c2c1=O)CCC3 | 3.7
COc1cc2nc(NCCc3ccccc3)n3nc(-c4cccnc4)nc3c2cc1OC | 0.8
O=C(N/N=C/c1cc(Cl)cc(Cl)c1O)c1ccc(O)cc1 | -5.9
CCCCN(CCCC)C(=S)SCn1nnc2ccccc21 | -5.2
O=C(/C=C/c1ccc(Br)cc1)N1CCN(c2ccccc2F)CC1 | 0.2
Cc1cccc(Oc2nc3c(c(=O)n(C)c(=O)n3C)n2C)c1 | -6.8
O=C(CN1CCOCC1)N/N=C\c1ccc(OCc2ccc(C(=O)O)cc2)cc1 | -2.6
Cc1cnccc1CN(C)C(=O)c1ccc(OC2CCN(C(=O)C3CC3)CC2)cc1 | 4.6
Cc1ccc2nc(N=C3N=C4CCCCC4C(=O)N3)nc(C)c2c1 (stereo not given) | -11.2
CCCCC(=O)NC(NC(=O)CCCC)c1ccc(OCC(C)C)c(OC)c1 | 2.8
Cc1cc(OCc2cc(C(=O)N3CCN(C)C(C)C3)no2)cc(C)c1Cl (stereo not given) | 4.1
O=C(Cc1noc2ccccc12)Nc1cccc(F)c1 | -1.9
O=C(CCCC1C(=O)NC(=S)NC1=O)c1ccc(F)cc1 | -7.5
COc1ccccc1NC(=S)NCC(C)C | 1.5
NS(=O)(=O)c1ccc(S(=O)(=O)N2CCCCC2)cc1 | 2.9
CCN(CCO)Cc1csc2ccc(C(C)(C)C)cc12 | -1.7
C/C(=N\n1c(-c2ccc(C)cc2)n[nH]c1=S)c1ccc(Cl)c(Cl)c1 | 2.9
Cc1cc2c(C)cc1CCc1ccc(o1)CC2 | -1.8
CCOc1cccc(C(=O)Oc2ccc(Br)c3ccccc23)c1 | 0.4
COC(=O)C1CCCCN1Cc1nc(N(C)Cc2ccc(OC)c(OC)c2)c2ccccc2n1 (stereo not given) | -9.3
CC(Oc1ccc(F)cc1)C(=O)Nc1cc(-c2ccc(F)c(F)c2)no1 (stereo not given) | -3.2
COc1c(CN2C(=O)c3ccccc3C2=O)cc(CN2C(=O)c3ccccc3C2=O)cc1CN1C(=O)c2ccccc2C1=O | -3.0
C=CCCC1(C)N2CC3([N+](=O)[O-])CN1CC([N+](=O)[O-])(C2)C3(C)C (stereo not given) | 0.0
CCOc1cc(C)c(S(=O)(=O)Nc2ccccn2)cc1C | 3.3
N#Cc1ccc(NC(=O)C(F)(F)F)cc1 | -4.1
CCOC(=O)c1sc2ccccc2c1S(=O)(=O)N1CCN(c2ccccc2F)CC1 | 7.9
CCCc1[nH]nc2c1C(c1cccc(Cl)c1)C(C#N)C(=N)O2 (stereo not given) | -10.8
CC1CCN(Cn2nc(-c3ccc(C(C)(C)C)cc3)n(-c3ccccc3)c2=S)CC1 | 7.5
COc1ccc(C2CC(=O)C3C(=NC(C)=C(C(=O)OCC(C)C)C3c3ccc(SC)cc3)C2)cc1OC (stereo not given) | -11.0
COc1ccc(-c2nc(C)c(CCNC(=O)c3cccs3)s2)cc1 | -3.6

A run of entries of the results above, as a working copy:
smiles | RBX1-CUL1 inh
N#Cc1ccc(NC(=O)C(F)(F)F)cc1 | -4.1
CCOC(=O)c1sc2ccccc2c1S(=O)(=O)N1CCN(c2ccccc2F)CC1 | 7.9
CCCc1[nH]nc2c1C(c1cccc(Cl)c1)C(C#N)C(=N)O2 (stereo not given) | -10.8
CC1CCN(Cn2nc(-c3ccc(C(C)(C)C)cc3)n(-c3ccccc3)c2=S)CC1 | 7.5

Further structures.
smiles | RBX1-CUL1 inh
CCCCc1[nH]nc2c1C1(C(=O)Nc3ccc(Cl)cc31)C(C#N)C(=N)O2 (stereo not given) | -3.3
C=C1Cn2c(nc3sc4c(c3c2=O)CCCC4)S1 | 3.3
COc1cccc(NC(=O)C2CCCN(c3nnc(-n4c(C)ccc4C)s3)C2)c1 (stereo not given) | -10.5
COc1cccc(NC(=O)N2CCC(n3cc(C(C)(C)N)nn3)CC2)c1 | -11.3
Cc1cnnn1-c1ccc(NC(=O)c2nnn(-c3ccccc3F)c2C)cc1 | 0.6
Cc1ccc(Nc2n[nH]c(C)c2[N+](=O)[O-])c(C)c1 | -9.5
CCOC(=O)c1c(Nc2cccc(O)c2)nnc(-c2ccccc2)c1-c1ccccc1 | -4.9
CC1CCc2c(sc(NC(=O)CCCOc3ccccc3)c2C(N)=O)C1 (stereo not given) | 7.5
O=C(Nc1ccc(CN2CCOCC2)cc1)c1ccco1 | 1.7
CC(=O)OC1CCC(C(=O)O)CC1 (stereo not given) | -0.6
CC(CC(C)C(=O)Nc1ccccc1C(C)(C)C)C(=O)O (stereo not given) | 3.1
Cc1nn(-c2ccccc2)c2c1N(CC(=O)N1CCN(c3ccc(F)cc3)CC1)C(=O)CS2 | -10.1
CCC(=O)N1CCCc2cc(S(=O)(=O)N3CCC(C(=O)NC4CCCCC4)CC3)ccc21 | 4.9
COc1cccc(NC(=O)CSc2nc3ccc(NC(=O)c4cccs4)cc3s2)c1 | -1.6
O=C1N=C(Cc2ccc(I)cc2)c2ccccc21 | -0.6
CCSc1nnc2c(n1)OC(/C(C)=C/c1ccccc1)N(C(C)=O)c1ccc(Br)cc1-2 (stereo not given) | 2.9
CCn1c(CNC(=O)C23CC4CC(CC(C4)C2)C3)nnc1SCC(=O)Nc1ccc(OC)cc1 | -3.4
O=C(O)CCC(=O)Nc1ccccc1C(=O)N1CCN(c2ccc(Cl)cc2)CC1 | -1.4
Cc1cccc(OCC(=O)N2CCN(c3ncccn3)CC2)c1 | -0.4
Cc1ccn(CC(=O)c2ccc(Cl)cc2)c(=N)c1 | -4.7
N#Cc1ccc(CSC2=NC(=O)CC(c3ccccc3)=N2)cc1 | -1.6
CCN(CC)CC(O)COc1ccc(CN(C)Cc2ccccn2)cc1OC (stereo not given) | -15.5
COC(=O)c1nn(Cc2ccc(Cl)cc2)c2c1Cc1ccccc1-2 | 1.9
CCOc1ccc(C(=O)OCc2cc(=O)n3nc(C(C)C)sc3n2)cc1 | -1.1
O=C(CCC1(Cc2ccc3ccccc3c2)CCC(=O)N1)NCc1cnn(-c2ccc(F)cc2)c1 (stereo not given) | 3.7
Cc1sc2ncn(/N=C/c3ccc(O)cc3)c(=O)c2c1C | 5.7
COc1ccc(-c2cnnc(NCCN3CCCCC3=O)n2)cc1F | 0.6
O=C(O)c1ccc(CNCc2ccc(-c3ccccc3)cc2)cc1 | 8.5
COc1cccc(Cn2nc(SC)c(S(=O)(=O)c3ccccc3)c2N(C(C)=O)C(C)=O)c1 | 5.3
O=C(CSc1nc(-c2cccs2)cc(C(F)(F)F)n1)N1CCc2ccccc2C1 | -6.3
Cc1ccc(CNC(=O)CN2C(=O)C3CCCCN3c3ccc(C(=O)N(C)C)cc32)cc1 (stereo not given) | 0.9
CCCCC1S/C(=N/N=C/c2ccco2)NC1=O (stereo not given) | 4.1
CCOC(=O)c1c(C)n(CC)c2ccc(O)cc12 | -11.5
CCCCCC(=O)c1[nH]c2ccccc2c1CC(=O)O | 14.7
CCOc1ccc(CC(=O)Nc2c(C(=O)c3ccccc3)oc3ccc(OC)cc23)cc1OCC | -7.9
CC1CCN(CCCCOc2ccc(Cl)c3ccccc23)CC1 | -3.1
COc1cccc(-n2c(=O)c3sccc3n(Cc3cc(=O)n4cc(Cl)ccc4n3)c2=O)c1 | 0.4
COc1cccc(C=Nc2sc3c(c2C#N)CCCC3)c1OCc1ccc(Cl)cc1Cl | 2.7
CCOC(=O)C1=CN(Cc2ccc(OC)cc2)C=C(C(=O)OCC)C1c1cccc(OC)c1 | 1.6
O=C(O)c1ncccc1C(=O)N1CCN(C(=O)c2ccco2)CC1 | -8.1
CSc1nc(N)n(-c2c(C)cccc2C)n1 | 6.0
O=C(c1ccccc1)c1nnn(Cc2cccc(Cl)c2)c1C(=O)c1ccccc1 | -1.3
CCOc1ccc(OCc2cccc(C(=O)N3N=C(C)CC3(O)C(F)(F)F)c2)cc1 (stereo not given) | 1.5
Nc1nonc1-c1noc(-c2ccc[nH]c2=O)n1 | 4.7
O=C(CC(=O)Nn1cnnc1)Nn1cnnc1 | 3.5
CC(C)Cc1cc(CN2CCN(Cc3ccc(F)c(F)c3)C(CCO)C2)[nH]n1 (stereo not given) | -4.4
CCOC(=O)c1[nH]ncc1CN(CC1CCN(CCOC)CC1)CC1CCCO1 (stereo not given) | -3.3
Cc1ccc(N2C(=O)CCC2(C#N)c2ccccc2OCc2ccccc2)cc1 (stereo not given) | -1.0
Cc1cccc(NS(=O)(=O)c2ccc3c(c2)C(C)(C)C(=O)N3C)c1 | -2.0
O=C(CCC1(Cc2ccco2)CCC(=O)N1)NCc1nc(-c2ccccc2)no1 (stereo not given) | -12.1
C=CCn1c(SCc2cccc(F)c2)nnc1-c1cnccn1 | -11.0
COCCN(C(=O)CCc1nnc(-c2ccc3c(c2)OCO3)o1)C(C)C | 8.2
Cc1ccc(C(C)C)c(OCCSc2nc(-c3ccccc3F)nc3cc(=O)[nH]n23)c1 | 1.1
Cc1nnc(SCC(C)C)[nH]c1=O | 2.2
CCCN1N=C(C)Cn2c1nc1c2c(=O)n(CCC)c(=O)n1C | -3.2
COc1ccccc1-c1cn2c(C(=O)N3CCCCC3c3ccccn3)csc2n1 (stereo not given) | -1.6

(continued)
smiles | RBX1-CUL1 inh
COc1cc2c(cc1/C=C1/SC(=Nc3ccc(N4CCOCC4)cc3)N(C)C1=O)OCO2 | -4.7
CC(C)CSc1oc(-c2ccco2)nc1S(=O)(=O)c1ccc(Br)cc1 | -6.5
CC(=O)Nc1ccc2nc(SC(C)C(=O)NC(c3ccccc3)c3ccccc3)sc2c1 (stereo not given) | 7.9
O=C(c1ccccc1Br)N(Cc1ccccc1F)C1CCS(=O)(=O)C1 (stereo not given) | -7.7
COc1ccc(Oc2ncnc3c2[nH]c2ccccc23)cc1 | -2.6
CN(C)c1ccc(CNC(=O)C2CCN(c3nnc(-n4cccc4)s3)CC2)cc1 | -6.2
O=C(O)CCNc1c2ccccc2nc2ccccc12 | 3.7
Cc1ccccc1-c1noc(-c2ccc(N3CCN(C)C(=O)[C@@H]3C)nc2)n1 | 2.4
O=C(CCS(=O)(=O)c1ccc2c(c1)NC(=O)CO2)Nc1cccc(C(F)(F)F)c1 | -7.9
COC(=O)c1c(C(=O)OC)c(C(=O)OC)n(-c2ccc(OC)cc2)c1C(=O)OC | 12.5
O=C(O)Cn1cc(C(F)(F)F)ccc1=O | -7.4
COc1cccc(-c2nn(C)c3sc(C(=O)NCc4ccc(C)cc4)cc23)c1 | -3.2
COc1ccc(NC(=O)CSc2oc(-c3ccco3)nc2S(=O)(=O)c2ccc(Br)cc2)c(OC)c1 | 3.8
COc1ccc(Cl)cc1NC(=O)c1ccc(CN2CCCCC2)cc1 | 6.6
O=C(Nc1ccccc1)C(Cc1c[nH]c2ccccc12)NC(=O)C(c1ccccc1)c1ccccc1 (stereo not given) | 6.2
CCn1c(=N)c(C(=O)NC2CCCC2)cc2c(=O)n3ccccc3nc21 | 7.1
CC(C)=NNC(=O)c1nnn(-c2nonc2N)c1CN1CCOCC1 | 0.0
CC(=O)Nc1ccc(NC(C)=O)c(NC2OC(CO)C(OC3OC(CO)C(O)C(O)C3O)C(O)C2O)c1 (stereo not given) | 11.0
COc1ccc(C2=C(C)C(=O)N(Cc3ccc(C(=O)NCc4ccc(C)cc4)cc3)S2(=O)=O)cc1 | -1.2
COc1cc(Br)c(CC(=O)N2CCOCC2)cc1OC | -6.6
CCOc1ccccc1NC(=O)c1cc(=O)c2ccc(C)cc2o1 | -1.9
O=S(=O)(Nc1ccc(NS(=O)(=O)c2cccs2)cc1)c1cccs1 | 5.1
